Salmonella PhoP GFP: Inhibition of PhoP regulon, Salmonella typhi GFP reporter cells, confirmation, 4 h (AID 1850) | Salmonella Typhi PhoP-promoter GFP reporter, fluorescence, 4 h; higher % means a stronger effect | one-dose inhibition, % at 50 µM; IC50 in µM for titrated hits | 310,000 compounds, 0.33% hits; in the data active = a potency from the dose series; inconclusive = inhibition mostly from about 25% at the one dose, without a potency; inactive = the rest, 99 in 100 with inhibition below about 19%;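 note: 0% = induced wells with vehicle and 100% = uninduced wells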
H37Rv inhibition: M. tuberculosis growth inhibition, HTS (AID 449762). M. tuberculosis H37Rv growth inhibition, 7H9 media; higher % means a stronger effect. inhibition, % at 25 µM, or IC50 in µM where a hit was titrated. 330,000 compounds, 0.59% hits; in the data active = a potency from the dose series; inconclusive = inhibition above about 70% without an active follow-up result;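 note: bacterial growth assessed after seven days of incubation; strong numbers were not always called active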
H1N1 NS1A inhibition: NS1A inhibition, H1N1 influenza, cell based functional assay (AID 504329) | NS1A functional cell-based assay, percent inhibition; higher % means a stronger effect | inhibition, % at 12.5 µM, or IC50 in µM where a hit was titrated | 340,000 compounds, 0.3% hits; in the data active = a potency from the dose series; inconclusive = inhibition above about 27% without an active follow-up result; note: strong numbers were not always called active
inhibitors of VEEV: inhibitors of VEEV TC-83 cytopathic effect, confirmation, Vero cells (AID 588727); inhibition, % at 20 µM; hits with a dose series show IC50 in µM; 350,000 compounds, 0.13% hits; Vero cells, VEEV TC-83 cytopathic effect inhibition; higher % means a stronger effect; in the data active = a potency from the dose series; inconclusive = inhibition mostly from about 14% at the one dose, without a potency; inactive = the rest, 99 in 100 with inhibition below about 12%; note: strong numbers were not always called active
tuberculosis growth: growth inhibition of non-replicating M. tuberculosis (AID 488890) | Mycobacterium tuberculosis non-replicating, growth inhibition; higher % means a stronger effect | one-dose inhibition, % at 25 µM; IC50 in µM for titrated hits | 320,000 compounds, 0.39% hits; in the data active = a potency from the dose series; inconclusive = inhibition mostly from about 82% at the one dose, without a potency; inactive = the rest, 99 in 100 with inhibition below about 76%;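 note: plate controls were DMSO cells for no effect and high antibiotic wells for full effect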
inhibitors of VEEV 10K pilot screen: also measured in inhibitors of VEEV; calls as there; inhibition, %; measured here: 10K pilot screen inhibition
Numbers without * were called inactive.

Results for O=C(O)CCCN1C(=O)/C(=C\c2ccc(-c3nc4ccccc4s3)o2)SC1=S ?
Salmonella PhoP GFP: -30%; H37Rv inhibition: 7%; H1N1 NS1A inhibition: 2%; inhibitors of VEEV: 1.9%; tuberculosis growth: -9%

Results for CCOc1ccc2c(c1)C(=NNC(=O)c1ccccn1)c1cc(OCC)ccc1-2 ?
H1N1 NS1A inhibition: 8%; inhibitors of VEEV: 1.1%

What do the screens show for `O=C(Nc1cnc2ccccc2c1)N1CCCCC1`?
Salmonella PhoP GFP: 4%; H37Rv inhibition: -4%; H1N1 NS1A inhibition: -1%; inhibitors of VEEV: 1.8%; tuberculosis growth: 7%

How did COc1cc2c(cc1OC)CN(c1nc(CN3CCCCC3)nc3sc4c(c13)CCCC4)CC2 do in these assays?
Salmonella PhoP GFP: 6%; H37Rv inhibition: inconclusive; H1N1 NS1A inhibition: 2%; inhibitors of VEEV: inactive; tuberculosis growth: inconclusive

How did Cc1nc(SCC(=O)Nc2c(C)n(C)n(-c3ccccc3)c2=O)n[nH]1 do in these assays?
Salmonella PhoP GFP: -7%; H37Rv inhibition: 0%; H1N1 NS1A inhibition: 1%; inhibitors of VEEV: 2.2%; tuberculosis growth: -18%

Results for COc1cc(/C=C2\SC(=S)N(c3cccnc3)C2=O)ccc1O ?
Salmonella PhoP GFP: -6%; H37Rv inhibition: 10%; H1N1 NS1A inhibition: 15%; inhibitors of VEEV: 2.5%; tuberculosis growth: -1%

Results for CN(c1ccc(F)cc1)S(=O)(=O)c1ccc(Cl)c(C(=O)Nc2ccc3c(c2)CCC3)c1 ?
Salmonella PhoP GFP: -8%; H37Rv inhibition: 2%; H1N1 NS1A inhibition: 13%; inhibitors of VEEV: inactive; tuberculosis growth: 20%; inhibitors of VEEV 10K pilot screen: 2.0

What do the screens show for `CC(=O)OC1c2ccccc2C(=O)N1Cc1ccccc1` (configuration not stated)?
Salmonella PhoP GFP: 5%; H37Rv inhibition: 8%; H1N1 NS1A inhibition: 22%; inhibitors of VEEV: 0.4%; tuberculosis growth: -2%

Results for O=C(NC1CCCc2c1cnn2-c1ccc(F)cc1F)c1ccccc1N1CCOCC1 (configuration not stated) ?
Salmonella PhoP GFP: -2%; H37Rv inhibition: -4%; H1N1 NS1A inhibition: -6%; inhibitors of VEEV: 6.2%; tuberculosis growth: 13%

How did Cc1ccc(-c2nc(CS(=O)(=O)CC(=O)NC3CCCCC3C)c(C)o2)cc1 (configuration not stated) do in these assays?
Salmonella PhoP GFP: 0%; H37Rv inhibition: -7%; H1N1 NS1A inhibition: -10%; inhibitors of VEEV: inactive

Results for Nc1c(Cl)cc(-c2csc(N3CCCC3c3nc4cc(Cl)c(N5CCCCC5)cc4n3CCOCCO)n2)cc1Cl (configuration not stated) ?
Salmonella PhoP GFP: -8%; H37Rv inhibition: 2%; H1N1 NS1A inhibition: 8%; inhibitors of VEEV: 0.1%; tuberculosis growth: 33%

What do the screens show for `Cc1ccc([N+](=O)[O-])c(C)[n+]1C`?
Salmonella PhoP GFP: -6%; H37Rv inhibition: 3%; H1N1 NS1A inhibition: -13%; inhibitors of VEEV: inactive; tuberculosis growth: 45%

How did Nc1ccc(Sc2nc3ccccc3[nH]2)cc1 do in these assays?
Salmonella PhoP GFP: -7%; H37Rv inhibition: -2%; H1N1 NS1A inhibition: -3%; inhibitors of VEEV: 3.1%; tuberculosis growth: 38%

How did CCCc1cc(=O)n2[nH]c(SCc3ccc(Cl)cc3)nc2n1 do in these assays?
Salmonella PhoP GFP: -9%; H37Rv inhibition: -4%; H1N1 NS1A inhibition: 7%; inhibitors of VEEV: 1.1%; tuberculosis growth: 35%

Results for CCN(C(=O)COC(=O)C1CCN(S(=O)(=O)c2ccc3c(c2)OCCO3)CC1)C1CCS(=O)(=O)C1 (configuration not stated) ?
Salmonella PhoP GFP: 6%; H37Rv inhibition: -2%; H1N1 NS1A inhibition: -2%; inhibitors of VEEV: 3.3%; tuberculosis growth: -22%

Results for CCC(C)c1ccccc1N1CC(C(=O)N2CCN(c3ccccc3)CC2)CC1=O (configuration not stated) ?
H1N1 NS1A inhibition: -5%; inhibitors of VEEV: 1.6%

Results for Cc1nn(C)cc1/C=N\NC(=O)c1ccc(Cn2cc(Cl)cn2)cc1 ?
Salmonella PhoP GFP: 5%; H37Rv inhibition: 2%; H1N1 NS1A inhibition: -8%; inhibitors of VEEV: 1.4%; tuberculosis growth: -6%

Results for CN(CC(=O)NCC1CCCCC1)S(=O)(=O)c1ccc(Cl)cc1 ?
Salmonella PhoP GFP: -2%; H37Rv inhibition: 7%; H1N1 NS1A inhibition: 5%; inhibitors of VEEV: 1.0%; tuberculosis growth: -1%

What do the screens show for `C=CCn1c(=O)c(C(=O)NCCN(CC)CC)c(O)c2ccccc21`?
Salmonella PhoP GFP: -8%; H37Rv inhibition: 2%; H1N1 NS1A inhibition: 0%; inhibitors of VEEV: inactive; tuberculosis growth: 16%

Results for Fc1ccccc1NC(=S)N/N=C/c1ccccc1Br ?
Salmonella PhoP GFP: 8%; H37Rv inhibition: 3%; H1N1 NS1A inhibition: -2%; inhibitors of VEEV: 4.9%; tuberculosis growth: 3%

How did CC(=O)OCCCCON1C(=O)c2ccccc2C1=O do in these assays?
Salmonella PhoP GFP: -2%; H37Rv inhibition: 4%; H1N1 NS1A inhibition: -6%; inhibitors of VEEV: inactive; tuberculosis growth: -1%

How did CCOC(=O)N1CCC(N(CCOC)C(=S)Nc2cccc(SC)c2)CC1 do in these assays?
Salmonella PhoP GFP: -2%; H37Rv inhibition: -6%; H1N1 NS1A inhibition: 0%; inhibitors of VEEV: 1.4%; tuberculosis growth: -5%

How did O=C(O)C1CCCNC1 (configuration not stated) do in these assays?
Salmonella PhoP GFP: -1%; H37Rv inhibition: 5%; tuberculosis growth: 3%

What do the screens show for `CCOc1ccc(N2CC(C(=O)NCc3ccccc3)CC2=O)cc1` (configuration not stated)?
Salmonella PhoP GFP: -5%; H37Rv inhibition: 2%; H1N1 NS1A inhibition: 0%; inhibitors of VEEV: 0.9%; tuberculosis growth: -1%

What do the screens show for `O=C1OCCN1C(=O)[C@H]1[C@H](c2ccc([N+](=O)[O-])cc2)C(c2ccc(F)cc2)=NN1c1ccc(Br)cc1`?
H1N1 NS1A inhibition: -12%; inhibitors of VEEV: 3.8%

Results for N#Cc1ccc(COC(=O)c2ccc(N3CCCC3)c([N+](=O)[O-])c2)cc1 ?
Salmonella PhoP GFP: 1%; H37Rv inhibition: 8%; H1N1 NS1A inhibition: 12%; inhibitors of VEEV: 0.3%; tuberculosis growth: 72%

Results for Cc1nnc(SCCC(=O)Nc2ccccc2Cl)o1 ?
Salmonella PhoP GFP: 5%; H37Rv inhibition: -12%; H1N1 NS1A inhibition: -10%; inhibitors of VEEV: 1.0%; tuberculosis growth: 12%

How did O=C(CSc1nc(-c2ccccc2)c(-c2ccccc2)o1)Nc1nncs1 do in these assays?
Salmonella PhoP GFP: 7%; H37Rv inhibition: 2%; H1N1 NS1A inhibition: -5%; inhibitors of VEEV: 0.1%; tuberculosis growth: inconclusive; inhibitors of VEEV 10K pilot screen: 1.6

How did CCCn1nnnc1NCc1ccc(C(C)C)cc1 do in these assays?
Salmonella PhoP GFP: -6%; H37Rv inhibition: 2%; H1N1 NS1A inhibition: 16%; inhibitors of VEEV: 3.1%; tuberculosis growth: 5.9µM*

What do the screens show for `C[C@H](CO)N1C[C@H](C)[C@@H](CN(C)Cc2ccc(Cl)c(Cl)c2)Oc2ccc(NC(=O)Cn3cnnn3)cc2C1=O`?
H37Rv inhibition: 4%; H1N1 NS1A inhibition: 8%; inhibitors of VEEV: 0.1%; tuberculosis growth: 18%

What do the screens show for `Cc1ccc(-n2c([S-])c(C(=O)Nc3ccc(OC(F)F)cc3)[n+]3ccc(C(=O)NCCO)cc23)cc1C`?
Salmonella PhoP GFP: -6%; H37Rv inhibition: 3%; H1N1 NS1A inhibition: -5%; inhibitors of VEEV: 0.3%; tuberculosis growth: 20%

What do the screens show for `CCCCCOC(=O)C1=C(C)Nc2nnnn2C1c1ccc(OC)c(OC)c1OC` (configuration not stated)?
Salmonella PhoP GFP: 4%; H37Rv inhibition: 0%; H1N1 NS1A inhibition: 5%; inhibitors of VEEV: inactive; tuberculosis growth: 20%

What do the screens show for `CC(=O)N1CCC(N2CCN(Cc3ccc(C)cc3)C(CCO)C2)CC1` (configuration not stated)?
Salmonella PhoP GFP: 1%; H37Rv inhibition: 7%; H1N1 NS1A inhibition: 8%; inhibitors of VEEV: inactive; tuberculosis growth: 10%

Results for CC(=O)C(Sc1ccc2nnc(-c3cccnc3)n2n1)C(C)=O ?
Salmonella PhoP GFP: -10%; H37Rv inhibition: 0%; H1N1 NS1A inhibition: 1%; inhibitors of VEEV: 0.3%; tuberculosis growth: -14%

How did COC(=O)CCNC(=O)c1ccc2nc(Cc3ccc(OC)c(OC)c3)oc2c1 do in these assays?
Salmonella PhoP GFP: -6%; H37Rv inhibition: -2%; H1N1 NS1A inhibition: -4%; inhibitors of VEEV: 0.3%; tuberculosis growth: 47%

Results for Cc1nc2cc(C(=O)NCc3cccnc3)ccc2n1-c1ccc(F)cc1F ?
Salmonella PhoP GFP: -3%; H37Rv inhibition: 1%; H1N1 NS1A inhibition: 4%; inhibitors of VEEV: 0.5%; tuberculosis growth: 8%; inhibitors of VEEV 10K pilot screen: 0.9

Results for COc1cc(NS(=O)(=O)c2ccc(NS(=O)(=O)c3ccc(NC(C)=O)cc3)cc2)nc(OC)n1 ?
Salmonella PhoP GFP: 12%; H37Rv inhibition: 0%; H1N1 NS1A inhibition: 6%; inhibitors of VEEV: 0.1%; tuberculosis growth: 5%

How did COc1ccccc1C(c1nnnn1CC1CCCO1)N1CCN(c2ccccc2)CC1 (configuration not stated) do in these assays?
Salmonella PhoP GFP: 2%; H37Rv inhibition: -3%; H1N1 NS1A inhibition: -8%; inhibitors of VEEV: 1.8%; tuberculosis growth: -5%; inhibitors of VEEV 10K pilot screen: 0.2

How did O=C(O)c1ccccc1Nc1ccccc1 do in these assays?
Salmonella PhoP GFP: -21%; H37Rv inhibition: 24%; H1N1 NS1A inhibition: -1%; inhibitors of VEEV: 1.4%; tuberculosis growth: 21%

What do the screens show for `O=S(=O)(Nc1ncccn1)c1ccc(NC(=S)Nc2ccccc2Cl)cc1`?
Salmonella PhoP GFP: 35%; H37Rv inhibition: 0%; H1N1 NS1A inhibition: 1%; inhibitors of VEEV: inactive; tuberculosis growth: 71%

Brought forward from above: 2 compounds, followed by the next part.
How did O=C(O)c1ccccc1Nc1ccccc1 do in these assays?
Salmonella PhoP GFP: -21%; H37Rv inhibition: 24%; H1N1 NS1A inhibition: -1%; inhibitors of VEEV: 1.4%; tuberculosis growth: 21%

What do the screens show for `O=S(=O)(Nc1ncccn1)c1ccc(NC(=S)Nc2ccccc2Cl)cc1`?
Salmonella PhoP GFP: 35%; H37Rv inhibition: 0%; H1N1 NS1A inhibition: 1%; inhibitors of VEEV: inactive; tuberculosis growth: 71%

How did Cc1cc(C)c2c(N)c(C(=O)c3ccccc3)sc2n1 do in these assays?
Salmonella PhoP GFP: -6%; H37Rv inhibition: 1%; inhibitors of VEEV: 6.5%; tuberculosis growth: 9%

How did O=C(O)C1=NOC(CNC(=O)c2ccccc2Cl)C1 (configuration not stated) do in these assays?
Salmonella PhoP GFP: -5%; H37Rv inhibition: -2%; inhibitors of VEEV: 0.8%; tuberculosis growth: -6%

What do the screens show for `Cc1[nH]c2ccccc2c1C(=O)C(=O)N1CCN(c2ccccc2)CC1`?
Salmonella PhoP GFP: -7%; H37Rv inhibition: 5%; H1N1 NS1A inhibition: -7%; inhibitors of VEEV: 7.9%; tuberculosis growth: 16%

What do the screens show for `CC1CCCC(N2CCN(C(=O)c3ccccc3F)CC2)C1` (configuration not stated)?
Salmonella PhoP GFP: -3%; H37Rv inhibition: 4%; H1N1 NS1A inhibition: -8%; inhibitors of VEEV: 1.3%; tuberculosis growth: -17%

What do the screens show for `COC(=O)C1=C(C)N(Cc2ccccc2)C(=NCCCCO)N[C@H]1CCc1ccccc1`?
Salmonella PhoP GFP: 2%; H37Rv inhibition: -2%; H1N1 NS1A inhibition: 3%; inhibitors of VEEV: inactive; tuberculosis growth: 75%

How did COc1ccc(S(=O)(=O)N2c3cc(C)ccc3OCC2C(C)(C)C)cc1 (configuration not stated) do in these assays?
Salmonella PhoP GFP: -4%; H1N1 NS1A inhibition: -2%; inhibitors of VEEV: 5.5%; tuberculosis growth: -10%; inhibitors of VEEV 10K pilot screen: 10

High-throughput results: PubChem BioAssay, Southern Research Specialized Biocontainment Screening Center
